BioA inh = M. tuberculosis BioA enzyme inhibitors, primary screen, biochemical, plate reader, single point, HTS. 7,8-diaminopelargonic acid synthase BioA (Mycobacterium tuberculosis). purified M. tuberculosis BioA enzyme. inhibition, % at 9.99 µM. 360,000 tested, 0.096% active. AID 602481, 2012; in the data active means inhibition above about 40%
Numbers without * were called inactive; & = joins results of further samples. These rows are one share of the data; the hit share may differ from the screen's.

The first two compounds (preview)
cpd	Molecule	BioA inh
1	O=C(CN1CCOCC1)NCC[C@H]1CC[C@@H](NC(=O)Cc2ccccn2)[C@H](CO)O1	-2.2
2	COc1cccc(NC(=O)N[C@H]2CC[C@@H](CC(=O)N3CCCCC3)O[C@@H]2CO)c1	0.1

The whole of this part, previewed entries included:
cpd	Molecule	BioA inh
1	O=C(CN1CCOCC1)NCC[C@H]1CC[C@@H](NC(=O)Cc2ccccn2)[C@H](CO)O1	-2.2
2	COc1cccc(NC(=O)N[C@H]2CC[C@@H](CC(=O)N3CCCCC3)O[C@@H]2CO)c1	0.1
3	O=C(N[C@H]1CC[C@H](CCn2cc(-c3ccccn3)nn2)O[C@@H]1CO)c1ccccc1	-2.0
4	COc1ccc(NC(=O)Nc2ccc3c(c2)CC(=O)N([C@@H](C)CO)C[C@@H](C)[C@@H](CN(C)CC2CCCCC2)O3)cc1	-1.7
5	CCC(=O)Nc1ccc2c(c1)C(=O)N(C)C[C@@H](OC)[C@@H](C)CN(C(=O)COC)[C@@H](C)CO2	0.7
6	CCC(=O)Nc1ccc2c(c1)C(=O)N(C)[C@@H]1CC[C@H](CC(=O)NCC3CC3)O[C@H]1CO2	-0.4
7	C/C=C/c1ccc([C@@H]2[C@@H](CO)N(C(=O)CC)[C@H]2CN(C)C(=O)C2CC2)cc1	5.0
8	CCC(=O)N(C)C[C@H]1Oc2cc(C#CCC3CCCC3)ccc2S(=O)(=O)N([C@H](C)CO)C[C@H]1C	9.6
9	CN1C(=O)c2cc(NC(=O)c3cnccn3)ccc2OC[C@H]2O[C@@H](CC(=O)N[C@H]3CCN(Cc4ccccc4)C3)CC[C@@H]21	0.1
10	C[C@H](CO)N1C[C@H](C)[C@H](CN(C)C)Oc2c(NC(=O)Nc3ccccc3)cccc2C1=O	1.3
11	O=C(C[C@H]1CC[C@@H](NC(=O)C2CC2)[C@@H](CO)O1)Nc1nccs1	-2.0
12	COc1ccc(S(=O)(=O)N(C)C[C@@H]2Oc3ccc(NC(=O)C4CC4)cc3C(=O)N([C@H](C)CO)C[C@@H]2C)cc1	5.4
13	COCCOC(=O)N1C(=O)[C@@]2(c3ccccc31)[C@H](C(=O)Nc1nc3ccccc3s1)[C@H]1C(=O)O[C@H](c3ccccc3)[C@H](c3ccccc3)N1[C@@H]2c1ccccc1OCCO	-2.5
14	O=C(CN1CCOCC1)N[C@H]1CC[C@H](CCn2cc(C3CC3)nn2)O[C@H]1CO	3.8
15	C[C@H](CO)N1C[C@H](C)[C@@H](CN(C)C)Oc2cc(-c3cncnc3)ccc2S1(=O)=O	0.1
16	CO[C@H]1CN(C)C(=O)c2ccc(NC(=O)NC(C)C)cc2OC[C@H](C)N(CCC(F)(F)F)C[C@@H]1C	1.1
17	C[C@@H]1CN([C@H](C)CO)C(=O)CCCn2nncc2CO[C@@H]1CN(C)C(=O)Nc1cccc(Oc2ccccn2)c1	0.4
18	CO[C@H]1CN(C)C(=O)c2ccc(NS(C)(=O)=O)cc2OC[C@@H](C)N(C(=O)NC(C)C)C[C@@H]1C	-0.7
19	COc1ccccc1CN1C[C@H](C)[C@@H](OC)CN(C)C(=O)c2ccc(NC(C)=O)cc2OC[C@@H]1C	1.1
20	Cc1ccc(S(=O)(=O)N(C)C[C@@H]2Oc3ccc(NC(=O)NC(C)C)cc3C(=O)N([C@@H](C)CO)C[C@H]2C)cc1	1.2
21	Cc1noc(C)c1S(=O)(=O)Nc1ccc2c(c1)C(=O)N([C@@H](C)CO)C[C@H](C)[C@H](CN(C)C(=O)CCCN(C)C)OCCCC[C@@H](C)O2	-0.6
22	CC(C)NC(=O)N(C)C[C@H]1Oc2ccc(NC(=O)C3CCCCC3)cc2C(=O)N([C@@H](C)CO)C[C@H]1C	-1.0
23	C[C@H]1CCCCO[C@H](CN(C)C(=O)C2CCCCC2)[C@@H](C)CN([C@@H](C)CO)C(=O)c2cc(NS(=O)(=O)c3cccs3)ccc2O1	-5.2
24	C[C@H](CO)N1C[C@H](C)[C@H](CN(C)C(=O)Nc2ccc3c(c2)OCCO3)OCc2cn(nn2)CCCC1=O	-1.3
25	Cc1noc(C)c1S(=O)(=O)N(C)C[C@H]1OCCCC[C@H](C)Oc2ccc(NS(C)(=O)=O)cc2C(=O)N([C@H](C)CO)C[C@H]1C	-3.3

From no. 1 to 2, as listed above:
cpd	Molecule	BioA inh
1	O=C(CN1CCOCC1)NCC[C@H]1CC[C@@H](NC(=O)Cc2ccccn2)[C@H](CO)O1	-2.2
2	COc1cccc(NC(=O)N[C@H]2CC[C@@H](CC(=O)N3CCCCC3)O[C@@H]2CO)c1	0.1

Additional entries follow.
cpd	Molecule	BioA inh
26	Cc1noc(C)c1NC(=O)N(C)C[C@@H]1Oc2ccc(NC(=O)NC(C)C)cc2CC(=O)N([C@H](C)CO)C[C@H]1C	-3.4
27	C[C@@H]1CN([C@@H](C)CO)C(=O)c2cc(NC(=O)Nc3ccc(F)cc3)ccc2O[C@@H](C)CCCCO[C@@H]1CN(C)C(=O)CCCN(C)C	0.6
28	C/C=C/c1cnc2c(c1)C(=O)N([C@H](C)CO)C[C@@H](C)[C@@H](CN(C)C(=O)Cc1ccccn1)O2	2.4
29	Cc1ccc(S(=O)(=O)Nc2ccc3c(c2)C(=O)N([C@H](C)CO)C[C@@H](C)[C@H](CN(C)C(=O)Nc2ccc4c(c2)OCO4)OCCCC[C@@H](C)O3)cc1	1.0
30	C[C@@H]1CCCCO[C@@H](CN(C)C(=O)Cc2ccccc2)[C@H](C)CN([C@H](C)CO)C(=O)c2cc(NS(C)(=O)=O)ccc2O1	0.1
31	COc1ccccc1S(=O)(=O)N[C@H]1C=C[C@@H](CC(=O)N2CCOCC2)O[C@@H]1CO	3.0
32	C[C@@H]1CN([C@@H](C)CO)C(=O)c2ccccc2-c2ccccc2CO[C@@H]1CN(C)S(=O)(=O)Cc1ccccc1	0.6
33	C[C@@H]1CCCCO[C@@H](CN(C)C(=O)Nc2cccc3ccccc23)[C@H](C)CN([C@@H](C)CO)C(=O)c2cc(NC(=O)CCC(F)(F)F)ccc2O1	1.3
34	CCC(=O)Nc1ccc2c(c1)C(=O)N(C)C[C@H](OC)[C@H](C)CN(Cc1cccnc1)[C@@H](C)CO2	-1.5
35	COc1ccc(NC(=O)N(C)C[C@@H]2OCCCC[C@@H](C)Oc3ccc(NS(=O)(=O)c4ccc(F)cc4)cc3C(=O)N([C@H](C)CO)C[C@@H]2C)cc1	-0.4
36	CCC(=O)N(C)C[C@@H]1Oc2cc(Br)ccc2S(=O)(=O)N([C@@H](C)CO)C[C@H]1C	0.4
37	C[C@H](CO)N1C[C@H](C)[C@H](CN(C)Cc2ccc(Oc3ccccc3)cc2)Oc2c(NS(=O)(=O)c3cccs3)cccc2C1=O	-3.0
38	O=C(C[C@@H]1CC[C@@H]2[C@H](COC[C@@H](O)CN2C(=O)Nc2cc(Cl)cc(Cl)c2)O1)N1CCCCC1	1.5
39	Cc1noc(C)c1NC(=O)N(C)C[C@@H]1OCCCC[C@H](C)Oc2ccc(NC(=O)Cc3ccccc3)cc2C(=O)N([C@@H](C)CO)C[C@H]1C	2.2
40	CCCN(C)C[C@H]1Oc2cc(-c3ccc(C)cc3)ccc2S(=O)(=O)N([C@H](C)CO)C[C@H]1C	-0.5
41	C[C@@H]1CN([C@H](C)CO)S(=O)(=O)c2ccc(-c3ccc(C(=O)N(C)C)cc3)cc2O[C@H]1CN(C)C(=O)C1CCC1	9.6
42	C/C=C/c1cnc2c(c1)C(=O)N([C@H](C)CO)C[C@@H](C)[C@H](CN(C)S(=O)(=O)c1ccc(OC)cc1)O2	-1.1
43	C/C=C/c1cnc2c(c1)C(=O)N([C@H](C)CO)C[C@H](C)[C@H](CN(C)C(=O)NCCC)O2	-2.8
44	O=C(C[C@H]1C[C@H]2c3cc(NC(=O)C4CCOCC4)ccc3O[C@H]2[C@@H](CO)O1)NCCN1CCCCC1	-1.6
45	CN(C)CC(=O)Nc1ccc2c(c1)[C@@H]1C[C@@H](CC(=O)N3CCN(C)CC3)O[C@H](CO)[C@@H]1O2	-0.8
46	C[C@H](CO)N1C[C@H](C)[C@@H](CN(C)S(C)(=O)=O)Oc2ccc(NC(=O)Nc3ccc(F)cc3)cc2CC1=O	1.0
47	C[C@H](CO)N1C[C@H](C)[C@H](CN(C)Cc2ccc(C(=O)O)cc2)Oc2c(NS(=O)(=O)c3ccccc3)cccc2C1=O	1.3
48	CC=Cc1ccc2n(c1=O)C[C@@H]1[C@@H](CO)[C@H](C(=O)NCc3ccccc3)[C@H]2N1S(C)(=O)=O (mixture of isomers)	-0.2
49	CC=Cc1ccc2n(c1=O)C[C@@H]1[C@@H](CO)[C@H](C(=O)N(C)C)[C@H]2N1CC1CCCCC1 (mixture of isomers)	0.6
50	C[C@@H]1CCCCO[C@@H](CN(C)C(=O)Nc2ccc(C(F)(F)F)cc2)[C@H](C)CN([C@@H](C)CO)C(=O)c2cc(NC(=O)Nc3ccc(C(F)(F)F)cc3)ccc2O1	-0.9
51	C[C@@H]1CN([C@H](C)CO)C(=O)c2cc(-c3ccc(F)cc3)cnc2O[C@@H]1CN(C)C(=O)c1cccnc1	-1.4
52	NC(=O)[C@H]1[C@@H]2C(=O)O[C@@H](c3ccccc3)[C@@H](c3ccccc3)N2[C@@H](c2ccc(OCCO)cc2)[C@]12C(=O)Nc1ccccc12	-0.5
53	C[C@@H]1CCCCO[C@@H](CN(C)S(=O)(=O)c2cn(C)cn2)[C@@H](C)CN([C@@H](C)CO)C(=O)c2cc(NC(=O)CCC(F)(F)F)ccc2O1	-2.3
54	COc1cccc(-c2ccc3n(c2=O)C[C@@H]2[C@@H](CO)[C@H](C(=O)N4CCCCC4)N[C@H]32)c1	0.3
55	O=C(Nc1ccc(Cl)cc1)N[C@@H]1CC[C@H](CCn2cc(C3(O)CCCC3)nn2)O[C@H]1CO	-0.1
56	C[C@@H]1CN([C@@H](C)CO)C(=O)Cc2cc(NS(=O)(=O)c3ccccc3)ccc2O[C@H]1CN(C)C(=O)Nc1ccc(F)cc1	6.5
57	CC(C)CC#Cc1ccc2c(c1)O[C@H](CN(C)Cc1ccccc1)[C@@H](C)CN([C@@H](C)CO)S2(=O)=O	-1.6
58	O=C(C[C@@H]1C[C@@H]2c3cc(NC(=O)CC4CC4)ccc3O[C@@H]2[C@@H](CO)O1)NCc1ccc(Cl)cc1	-1.8
59	C[C@@H]1CN([C@@H](C)CO)S(=O)(=O)c2ccc(Br)cc2O[C@@H]1CN(C)C(=O)CN(C)C	-0.8
60	C[C@@H]1CCCCO[C@@H](CN(C)S(=O)(=O)c2ccccc2)[C@@H](C)CN([C@H](C)CO)C(=O)c2cc(NC(=O)Nc3ccccc3)ccc2O1	-0.4
61	COc1ccc(CN(C)C[C@@H]2Oc3ccc(NC(=O)Cc4ccccc4)cc3C(=O)N([C@H](C)CO)C[C@@H]2C)cc1	-0.1
62	Cc1noc(C)c1S(=O)(=O)Nc1ccc2c(c1)C(=O)N([C@@H](C)CO)C[C@@H](C)[C@@H](CN(C)S(=O)(=O)c1cccs1)OCCCC[C@@H](C)O2	-2.0
63	COc1ccc(NC(=O)Nc2ccc3c(c2)CC(=O)N([C@@H](C)CO)C[C@H](C)[C@H](CN(C)Cc2ccc(Cl)c(Cl)c2)O3)cc1	-0.8
64	C[C@@H]1CN([C@H](C)CO)C(=O)c2cc(NC(=O)c3ccncc3)ccc2O[C@@H](C)CCCCO[C@H]1CN(C)S(=O)(=O)c1cn(C)cn1	1.0
65	CC(C)C#Cc1ccc2c(c1)O[C@@H](CN(C)C(=O)c1cnccn1)[C@H](C)CN([C@@H](C)CO)S2(=O)=O	0.0
66	O=C(C[C@@H]1CC[C@@H]2[C@H](COC[C@H](O)CN2Cc2nccs2)O1)NCc1ccccc1F	-0.9
67	COc1ccc(NC(=O)N(C)C[C@@H]2Oc3ccc(NC(=O)c4ccncc4)cc3C(=O)N([C@@H](C)CO)C[C@H]2C)cc1	-1.5
68	N#C[C@H]1[C@@H](c2ccccc2)[C@H](CO)N1C(=O)C1CCCC1	-0.6
69	C[C@@H]1CN([C@@H](C)CO)C(=O)c2cccc(NS(=O)(=O)c3cccs3)c2O[C@@H]1CN(C)Cc1ccc2c(c1)OCO2	-0.9
70	C[C@H]1CN([C@@H](C)CO)C(=O)c2cc(/C=C/c3ccccc3)cnc2O[C@H]1CN(C)C(=O)c1ccccc1	1.2
71	O=C(C[C@H]1CC[C@@H]2[C@H](COC[C@H](O)CN2Cc2cccc(C(F)(F)F)c2)O1)NCc1ccc(F)cc1	-1.3
72	C[C@H](CO)N1C[C@H](C)[C@H](CN(C)C(=O)Nc2ccc(F)cc2)Oc2ccc(NC(=O)Nc3cccc4ccccc34)cc2C1=O	-5.5
73	C[C@H](CO)N1C[C@H](C)[C@@H](CN(C)Cc2ccc(Cl)c(Cl)c2)Oc2c(NS(=O)(=O)c3ccccc3)cccc2C1=O	1.6&-2.2
74	CCC(=O)N(C)C[C@H]1Oc2cc(-c3cccc(C#N)c3)ccc2S(=O)(=O)N([C@@H](C)CO)C[C@H]1C	-0.1
75	C[C@@H]1CN([C@H](C)CO)C(=O)c2cccc(NC(=O)c3nc4ccccc4s3)c2O[C@H]1CN(C)Cc1ccc(C(=O)Nc2ccccc2N)cc1	0.0
76	C[C@@H]1CN([C@H](C)CO)C(=O)c2cccc(NS(C)(=O)=O)c2O[C@@H]1CN(C)C(=O)Nc1ccc(C(F)(F)F)cc1	-6.3
77	C[C@@H]1CN([C@H](C)CO)S(=O)(=O)c2ccc(C#CC3CC3)cc2O[C@H]1CN(C)C(=O)c1ccccn1	0.7

Results in sequence from above:
Compounds 52–61 in BioA inh read -0.5, -2.3, 0.3, -0.1, 6.5, -1.6, -1.8, -0.8, -0.4, -0.1

Pulled by structure from the entries so far, two records:
cpd	Molecule	BioA inh
58	O=C(C[C@@H]1C[C@@H]2c3cc(NC(=O)CC4CC4)ccc3O[C@@H]2[C@@H](CO)O1)NCc1ccc(Cl)cc1	-1.8
69	C[C@@H]1CN([C@@H](C)CO)C(=O)c2cccc(NS(=O)(=O)c3cccs3)c2O[C@@H]1CN(C)Cc1ccc2c(c1)OCO2	-0.9
